# Screening results (PubChem)
# Peg3 prom inh – Peg3 promoter-driven luciferase inhibitors, primary screen, cell-based, HeLa, luciferase luminescence | HeLa PEG-Prom luciferase reporter, overnight | inhibition, % at 20 µM | 360,000 compounds, 1.7% hits;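 active = inhibition of at least 50% at 20 µM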
# HIF-2a inh – HIF-2a reporter inhibitors, primary screen, luminescence, 786-0 RCC cells; 786-0 RCC cells HIF-2a reporter, luciferase luminescence, overnight; inhibition, % at 18.8 µM; 360,000 compounds, 0.72% hits; AID 624352, 2012;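 active = inhibition of the luminescence signal of 40% or more relative to plate controls, in a single-dose primary screen at 18.75 µM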
# iPSC survival up – enhancers of single-cell hiPSC survival, primary screen, ATPlite luminescence; 100% = ROCK inhibitor wells, 0% = DMSO; survival enhancement, % at 20 µM; 360,000 compounds, 0.044% hits; in the data active = survival enhancement above about 18%;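 also: cells exposed to compounds for 16 hours before the ATP read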
# PDI inh – inhibitors of human PDI, primary screen, biochemical, turbidity, single point, plate reader; Protein disulfide-isomerase (Homo sapiens), P07237; PDI insulin aggregation turbidity, A650, 90 min; inhibition, % at 10 µM; 350,000 compounds, 0.052% hits;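 active = mean inhibition across replicates of 30% or more, whatever share of single replicates reach that level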;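 also: absorbance from insulin aggregation driven by PDI reduction with DTT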
# Target sequence (P07237 whole entry, looked up): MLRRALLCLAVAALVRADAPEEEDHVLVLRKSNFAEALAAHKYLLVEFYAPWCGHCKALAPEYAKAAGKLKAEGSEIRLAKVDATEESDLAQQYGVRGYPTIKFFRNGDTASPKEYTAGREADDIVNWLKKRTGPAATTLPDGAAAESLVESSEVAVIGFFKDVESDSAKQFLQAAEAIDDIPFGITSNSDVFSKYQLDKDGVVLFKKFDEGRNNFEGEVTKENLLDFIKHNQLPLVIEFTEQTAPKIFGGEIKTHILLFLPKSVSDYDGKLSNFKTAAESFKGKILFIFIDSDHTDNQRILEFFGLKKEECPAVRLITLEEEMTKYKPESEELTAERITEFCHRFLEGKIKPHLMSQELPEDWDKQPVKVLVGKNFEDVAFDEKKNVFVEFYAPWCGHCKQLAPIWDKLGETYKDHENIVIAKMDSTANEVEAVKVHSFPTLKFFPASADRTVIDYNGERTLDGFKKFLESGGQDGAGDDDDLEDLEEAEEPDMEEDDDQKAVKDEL
# HTR2A ag – mouse Htr2a agonists via beta-arrestin recruitment, primary screen, cell-based, luminescence. 5-hydroxytryptamine receptor 2A (Mus musculus), P35363. CHO-K1 mHTR2A beta-arrestin complementation; percent of 30 µM serotonin response. activation, % at 7.6 µM. 360,000 compounds, 0.66% hits;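 active = activation above a run cutoff, the mean activation of all tested compounds plus 3 SD, cut at about 14% in these data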;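 also: 0% = plate median of compound wells and 100% = 30 µM serotonin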
# Cardio protect – cardioprotection against H2O2-induced cell death, primary screen, uHTS, H9c2 cells, ATPLite luminescence; H9c2 cardiomyocytes, H2O2 injury protection, 2 h; protection from H2O2 cell death, % at 20 µM; 360,000 compounds, 0.63% hits; AID 588492, 2011;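 active = compounds giving at least 50% protection of heart cells from peroxide-induced death in the single-dose screen, raw or plate-pattern-corrected value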;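 also: 0% = DMSO wells with peroxide and 100% = DMSO wells without peroxide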
# Shn3 3UTR inh – reduction of Shn3 3'UTR firefly luciferase signal, primary screen, Schnurri-3 inhibitor project, cell-based, Clone20 osteoblasts, set 2; inhibition, % at 12.5 µM; 360,000 compounds, 0.52% hits; Clone20 osteoblast Shn3 3'UTR firefly luciferase, 24 h;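 active = mean inhibition of at least 75% with every replicate also reaching 75%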;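 also: 0% = median of neutral control wells and 100% = pilot-screen positive control compound; some compounds past the cut are filed as inactive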
# NR2E3 ag-1 – NR2E3 agonists in two-hybrid cells, primary screen, cell-based, luminescence, CHO-S, Gal4-NCOR/VP16-NR2E3. Photoreceptor-specific nuclear receptor (Homo sapiens), Q9Y5X4. luciferase. inhibition of corepressor binding, % at 3.98 µM. 360,000 compounds, 0.35% hits. AID 602229, 2012;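 active = inhibition above the mean of all tested compounds plus 3 SD, cut at about 70% in these data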;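 also: 0% = DMSO with NR2E3 transfected cells and 100% = cells lacking NR2E3 construct; higher means lower luciferase signal from less NR2E3 corepressor binding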
# TRPM1 prom inh – inhibitors of MITF-dependent TRPM1 promoter reporter, primary screen, cell-based, SK-MEL-5, single point, luciferase | SK-MEL-5 TRPM1 promoter luciferase, 24 h | 330,000 compounds, 0.83% hits | inhibition, % at 12.5 µM | AID 488899, 2010;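 active = mean inhibition across replicates of 60% or more, whatever share of single replicates reaches that level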; also: values of inactives mirror those of a sister screen read the other way
# NR2E3 ag-2 – inhibitors of NR2E3-RetCOR corepressor binding, primary screen, NR2E3 agonist project, biochemical, TR-FRET, GST-NR2E3, biotin-RetCOR; inhibition of corepressor binding, % at 4.78 µM; 320,000 compounds, 0.12% hits; 1536-well; AID 2300, 2010; Photoreceptor-specific nuclear receptor (Homo sapiens), Q9Y5X4;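 active = percent inhibition above the cutoff of mean plus 3 SD of all tested compounds, set per screening campaign, cut at about 20% in these data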;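 also: 0% = DMSO wells and 100% = biotin wells as full block of FRET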
#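 Test system: GST-NR2E3 and biotin-RetCOR proteins | Quantity: 1.35 nM GST-tagged NR2E3 final | Medium: Tris pH 7.5 | Also added: 7 nM biotin-RetCOR | Dosing: Compound at 4.8 µM, single dose | Timing: 5 h at 4 °C | Detection: Time-resolved FRET | Read-out basis: Percent inhibition | Benchmarks: Biotin wells as high control, 0.6% DMSO wells as low control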
# CaV13 ICDI inh – Primary screen for inhibitors of IQ motif and Ca2+-dependent inactivation inhibitor domain binding in CACNA1D, Förster resonance energy transfer in living cells, …; AID 743397; HEK cells, CFP/YFP FRET ICDI-IQ, plate reader, 10 min; percent FRET-ratio fall versus neutral wells; 340,000 compounds, 0.098% hits; inhibition, % at 12.3 µM;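 active = mean replicate inhibition of at least 30% and at least 1% of replicates passing that level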;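 also: 0% = median of the neutral control wells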
# * = called active by the depositor; . = no result given.
SMILES,NR2E3 ag-1,Cardio protect,TRPM1 prom inh,HTR2A ag,CaV13 ICDI inh,NR2E3 ag-2,PDI inh,iPSC survival up,Peg3 prom inh,Shn3 3UTR inh,HIF-2a inh
Cc1ccccc1-n1ncc(C(C)NS(=O)(=O)c2ccccc2Cl)c1C (configuration not stated),4.8,-5.9,-0.5,-6.8,-6.1,.,-2.1,-0.5,-5.4,0.1,7.5
CC(C)(C)C(=O)Nc1cccc(C(=O)c2cccc(NC(=O)C(C)(C)C)c2)c1,2.4,-3.5,8.4,2.2,-7.0,2.9,-6.2,1.2,-5.3,2.3,-2.0
Cc1cc(C)cc(N2C(=O)CC(N3CCOCC3)C2=O)c1 (configuration not stated),-13.5,-4.4,4.0,-0.8,-9.1,0.6,7.1,1.2,-3.1,-52.1,5.8
CCOC(=O)C(=O)N(C)c1c(CC)nc2c(OCc3ccccc3)cccn12,-16.3,-2.1,.,-6.1,-4.8,.,12.8,4.5,16.9,4.7,-0.1
O=C(Cn1nc(-c2cccc(Cl)c2)ccc1=O)NCC1COCCO1 (configuration not stated),-2.1,-0.5,3.0,2.8,-4.7,0.2,-2.6,-0.1,-6.9,-1.5,7.1
Cc1cc(N2CCOCC2)ccc1/C=C1\NC(=O)N(Cc2ccccc2)C1=O,9.5,-6.6,1.1,-5.5,-4.3,0.3,18.3,-0.3,0.9,22.0,9.9
O=C(NCC(=O)N(Cc1ccc(F)cc1)C(C(=O)NCC1CCCO1)c1ccccc1)c1ccco1 (configuration not stated),6.8,-1.2,8.7,-6.7,-6.5,5.0,-15.3,0.5,13.3,-2.6,12.4
Cc1c(O)c(=O)ccn1Cc1ccccc1,-14.3,43.2,13.5,2.5,-10.2,2.0,3.6,0.2,18.7,77.9,9.8
O=C(COC(=O)CNC(=O)c1ccc(Cl)cc1Cl)NNC(=O)c1ccccc1,-10.2,11.8,3.6,-2.6,-5.9,0.8,11.1,-2.9,1.4,-16.0,0.2
CCN(CC)CCCNC(=O)c1ccccc1C,2.9,-1.9,1.5,0.7,-8.1,1.5,-1.8,-2.1,8.8,18.8,2.7
CCOC(=O)c1c(NC(=O)CN2CCOCC2)sc2c1CCCC2,-10.2,-4.4,5.3,-1.3,-2.9,3.1,7.3,-0.9,29.1,12.9,23.4
C/C(=C\c1ccccc1)C1NC(=O)c2c(sc3c2CCCC3)N1 (configuration not stated),-42.6,-3.9,-10.7,4.8,-4.3,-0.5,8.4,1.3,-215.6,-71.4,-140.0
O=C(COC(=O)c1cc(=O)[nH]c2ccccc12)Nc1ccc(Cl)cn1,-25.2,1.3,8.0,-5.1,-13.4,-3.0,-0.8,-0.5,-3.2,-6.1,-2.9
COc1ccc(C(=O)N/C(=C/c2cccnc2)C(=O)N2CCOCC2)cc1OC,-4.4,2.3,9.4,-0.1,2.1,-1.1,1.0,-0.3,16.6,3.7,15.8
COc1ccc(COCC(O)CN(Cc2ccco2)Cc2ccccc2O)cc1 (configuration not stated),3.8,-6.1,-17.4,-6.1,-8.0,0.9,-0.7,-1.5,12.2,10.3,9.3
CCOC(=O)c1sc(NC(=O)c2ccco2)nc1C,-28.5,-16.4,-22.6,-0.8,.,-0.7,0.5,-3.7,-173.3,-29.3,-195.7
CCOC(=O)Cc1csc(NC(=O)CSc2nnc(-c3ccncc3)o2)n1,-27.6,-7.1,-4.7,2.5,3.5,1.2,15.3,0.2,-1.5,16.0,4.2
C=CCn1nnnc1SCC(=O)Nc1cccc(C(F)(F)F)c1,9.3,6.3,-0.3,6.3,-6.1,-0.1,-1.9,-0.2,8.3,4.2,-8.7
Cc1cc2c(OCC(O)CN3CCCCC3)cccc2[nH]1 (configuration not stated),4.6,-3.4,14.7,3.6,2.1,6.0,4.6,2.0,3.7,52.1,3.6
O=C(NCCN1CCOCC1)c1ccc(N2CCCC2)c([N+](=O)[O-])c1,-7.4,11.3,-0.8,-1.4,4.0,-0.1,4.8,-0.2,-1.5,12.5,8.5
CC(=O)N1N=C(c2ccccc2)CC1c1cccc([N+](=O)[O-])c1 (configuration not stated),-14.4,-5.5,13.0,-4.0,-4.5,3.0,1.5,-0.4,17.9,3.3,5.3
